From PubChem BioAssay
IMPase Li inh: IMPase inhibition in cells with lithium potentiation; CHO-M1 cells, IP1 TR-FRET (IP-One), carbachol + lithium; AID 1457; 210,000 compounds, 0.35% hits; Potency, µM (doses to about 59.4 µM), inactives show at the highest dose activity, negative = IMPase inhibition, actives largely listed as inhibitors;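 also: IP1 builds up when IMPase is blocked and the TR-FRET signal falls; potency is read from the fitted curve at half-maximal effect; plate controls were basal vehicle for no effect and high inhibitor control for full effect; nearly all actives have a fitted effect of over 50% in size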
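CHO cells stably expressing M1 receptor (2000/well) were cultured 16–30 h, then exposed to compounds with a small lithium addition for 30 min at 37C. IP1 was measured by TR-FRET competition; AC50 from Hill fits.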
GLA spleen mod: inhibits or activates alpha-galactosidase in human spleen homogenate | Potency, µM (doses to about 80 µM), without a hit: at the top dose activity change, negative = inhibition, usual class: inhibitors | human spleen homogenate, 4MU-alpha-Gal fluorescence, 40 min | 240,000 compounds, 0.008% hits | AID 2107;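 also: potency is read from the fitted curve at half-maximal effect; 0% = enzyme with vehicle and -100% = no enzyme basal signal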
Target sequence (P06280 32-429 limits assumed): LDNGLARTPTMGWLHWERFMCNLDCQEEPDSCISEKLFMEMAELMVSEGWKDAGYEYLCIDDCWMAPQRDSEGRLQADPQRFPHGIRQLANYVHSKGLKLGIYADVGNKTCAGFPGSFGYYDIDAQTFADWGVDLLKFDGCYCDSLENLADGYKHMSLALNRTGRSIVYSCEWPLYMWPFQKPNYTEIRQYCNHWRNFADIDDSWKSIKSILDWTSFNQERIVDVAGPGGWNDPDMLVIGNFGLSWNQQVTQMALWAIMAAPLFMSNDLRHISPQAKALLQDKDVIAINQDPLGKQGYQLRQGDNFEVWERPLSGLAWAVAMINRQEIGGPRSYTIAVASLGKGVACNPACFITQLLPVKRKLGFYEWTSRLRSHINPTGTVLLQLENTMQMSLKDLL
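Human spleen homogenate (1 ug) as enzyme source, 4-methylumbelliferyl-alpha-D-galactopyranoside 1 mM final, citrate/phosphate pH 5.0 with 0.01% Tween-20. Compounds 40 min at 37C, NaOH/glycine stop; fluorescence Ex 365/Em 440, Hill-fit AC50.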
NPSR antagonist: antagonists of human neuropeptide S receptor cAMP signaling; Q6W5P4; CHO-NPSR cells, cAMP TR-FRET, antagonist mode; Potency, µM (titrated, usually from 38.3 µM), for the others: at the top dose activity change, negative = inhibition, hits mostly inhibitors; 220,000 compounds, 1% hits; AID 1461; also: potency is read from the fitted curve at half-maximal effect; % is scaled to controls: 0 for no effect and ±100 for the full control effect; nearly all actives have a fitted effect of over 50% in size; many of its hits are not listed in these tables
Target sequence (Q6W5P4 whole entry, looked up): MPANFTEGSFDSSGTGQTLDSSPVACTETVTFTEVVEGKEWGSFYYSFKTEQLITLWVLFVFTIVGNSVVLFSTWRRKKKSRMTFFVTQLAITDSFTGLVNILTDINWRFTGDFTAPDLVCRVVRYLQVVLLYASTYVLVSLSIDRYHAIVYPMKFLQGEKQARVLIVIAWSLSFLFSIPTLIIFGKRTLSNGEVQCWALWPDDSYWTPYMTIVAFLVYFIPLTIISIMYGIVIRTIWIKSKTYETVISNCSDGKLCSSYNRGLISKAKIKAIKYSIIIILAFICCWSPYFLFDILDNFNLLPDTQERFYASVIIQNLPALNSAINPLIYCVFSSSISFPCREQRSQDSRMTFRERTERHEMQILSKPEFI
CBFb-RUNX1 inh: blocks binding between human CBF-beta and RUNX1; Q01196+Q13951; AlphaScreen CBFb-His/RUNX1-biotin binding, biochemical; Potency, µM (titrated, usually from 59.8 µM), without a hit: at the highest dose activity, negative = inhibition, actives largely listed as inhibitors; 230,000 tested, under 10 active; AID 1477; also: % of control where 0% means no effect
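AlphaScreen proximity signal reports loss of binding between His-tagged CBF-beta and biotin-labelled RUNX1, each at 30 nM. Proteins are pre-associated for 20 minutes, compounds added for 15 minutes, then beads for 90 minutes, all at ambient temperature.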
Lamin A splicing: modulators of lamin A splicing | Potency, µM (doses to about 46.1 µM), without a hit: top-dose ratio change, negative = inhibition, hits mostly inhibitors | HeLa LMNA splicing GFP/RFP minigene ratio, 48 h | 200,000 compounds, 0.01% hits; active = well fitted inhibition curve with a large enough effect in the signal ratio, with a control signal flat, not every such curve was filed as active; inconclusive = small, poorly fitted or top-dose-only effect, or effect the other way, or a change in a side signal; the % refers to the signal ratio; also: potency is read from the fitted curve at half-maximal effect; % is scaled to controls: 0 for no effect and ±100 for the full control effect
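S3 HeLa stable clones carrying a lamin A-EGFP splicing minigene plus DsRed2 were seeded at 600 cells/well in Opti-MEM with 2% FBS, pin-dosed and incubated 48 h at 37°C. Acumen cytometry (488 nm) gave the GFP/RFP total-intensity ratio.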
Epigenetic reg: epigenetic control regulation, reporter derepression; murine LDR cells, GFP reporter derepression, 30 h; Potency, µM (highest dose often 53.9 µM), inactives show at the highest dose GFP activation, usual class: activators; 280,000 compounds, 0.2% hits; also: potency is read from the fitted curve at half-maximal effect; % of control where 0% means no effect; nearly all actives have a fitted effect of over 60% in size
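In this reporter-derepression format, murine cells bearing a silenced integrated CMV-GFP locus incubate with test compound (30 h, 37 C), then are washed and imaged; fluorescent objects of 20–120 um count as induced cells.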
KinaseGlo FLuc: counter-screen: inhibitors of Kinase-Glo firefly luciferase | Q27757 | AID 1379 | Kinase-Glo luciferase, ATP luminescence, 8 min | 200,000 compounds, 0.28% hits | Potency, µM (top dose mostly 38.3 µM), inactives show at the top dose activity change, negative = inhibition, actives largely listed as inhibitors; also: potency is read from the fitted curve at half-maximal effect; % is scaled to controls: 0 for no effect and ±100 for the full control effect; nearly all actives have a fitted effect of over 60% in size
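Substrate mix (final 50 mM imidazole pH 7.2, 50 mM KCl, 7 mM MgCl2, 10 uM ATP, 0.01% Tween 20, 0.05% BSA) plus pin-tool compound, then Kinase-Glo detection mix; 8 min ambient, luminescence read.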
An asterisk follows results filed as active; ? = inconclusive; . = not tested or not shown; [ ] = remark or other dose. Unless noted, calls follow the shape of the dose curve; as a rule, active = well fitted curve in the direction sought with a large enough effect; inconclusive = small, poorly fitted or top-dose-only effect, or another doubt; inactive = no such curve, though single readings can be large; an effect the other way counts as inactive or inconclusive.

#	SMILES	KinaseGlo FLuc	CBFb-RUNX1 inh	Epigenetic reg	IMPase Li inh	NPSR antagonist	Lamin A splicing	GLA spleen mod
1	COc1ccc(S(=O)(=O)N2CCCC2C(=O)Nc2nnc(-c3cccnc3)s2)cc1 (configuration not stated)	-1%	3%	-4.6%	-7%[38.3 µM]	?	11%	5%
2	C/C(=N\Nc1cccc(C(F)(F)F)c1)c1ccc(O)cc1	0%	7%	-0.6%	3%	3%	-17%[46 µM]	-1%
3	CCCC(=O)Nc1ccccc1NC(=O)C1CCCCC1	0%	8%	-1.0%	20%[38.3 µM]	1%[46.1 µM]	-3%	1%
4	Cc1nc2ccc([N+](=O)[O-])cc2nc1C	-3%	3%	1.1%	8%	23%	27%[9.22 µM]	5%
5	CCC(C)C(NC(=O)c1ccccc1NC(=O)c1ccco1)C(=O)NNC(=O)c1ccc(OC)cc1 (configuration not stated)	-1%	-15%	1.0%	5%	4%	-5%	-5%
6	CCN(CC)CCN(C(=O)Cn1nnc(-c2ccc(OC)c(OC)c2)n1)C(C(=O)NC1CCCC1)c1ccc(F)cc1 (configuration not stated)	-2%	-1%	0.1%	11%[38.3 µM]	0%[46.1 µM]	6%	25%
7	COc1cccc(/C=C/C(=O)OCC(=O)c2cc(C)n(CC3CCCO3)c2C)c1OC (configuration not stated)	.	-6%	-0.9%	.	-21%[46.1 µM]	?	-6%
8	O=C(O)c1cc(S(=O)(=O)Nc2ccccc2C(=O)O)ccc1O	4%	0%	-1.1%	2%[38.3 µM]	-7%[46.1 µM]	2%	-9%
9	COc1ncc2nc(-c3cccs3)c(=O)n(Cc3ccc(F)cc3)c2n1	.	.	.	?	.	-4%	-12%
10	C=CCOC(=O)Nc1c(C(=O)OC)[nH]c2ccc(Cl)cc12	-1%	3%	-3.2%	15%[38.3 µM]	-8%[46.1 µM]	6%	8%
11	COc1ccc(-c2[nH]c(-c3ccc4c(c3)OCO4)nc2-c2ccccc2)cc1	-2%	-27%	-1.4%	1%[38.3 µM]	?	?	2%
12	O=c1c2c(nc3n1CCCCC3)-c1ccccc1CC21CCCCC1	0%	-1%	0.0%	6%	?	-6%	2%
13	CCc1ccccc1NCC(=O)Nc1ccccc1C(=O)OC	.	-9%	-0.9%	.	-23%[46.1 µM]	-9%	4%
14	Cc1ncsc1C(=O)N1N=C2/C(=C/c3ccccc3)CCCC2C1c1ccccc1 (configuration not stated)	-2%	12%	-1.4%	14%[38.3 µM]	?	?	0%
15	CC1Cc2ccccc2N1S(=O)(=O)c1cccc(C(=O)OCC(=O)NC2CCS(=O)(=O)C2)c1 (configuration not stated)	2%	3%	-6.2%	-9%[38.3 µM]	-27%[46.1 µM]	10%	-7%
16	Clc1ccc(OCCSCc2nc3ccccc3[nH]2)cc1	9%	14%	0.9%	21%	14%[46.1 µM]	?	6%
17	CCCCc1noc(-c2c(-c3ccccc3Cl)noc2C)n1	0%	24%	-2.0%	7%	-35%	-7%[46 µM]	-1%
18	CCOC(=O)C(Oc1ccc(=O)n(-c2ccccc2)n1)C(C)=O (configuration not stated)	0%	0%	6.5%	-16%[38.3 µM]	?	-1%	1%
19	COc1ccc(N2CCN(Cc3nc4ccsc4c(=O)[nH]3)CC2)cc1	-2%	2%	-1.0%	17%[38.3 µM]	-5%[46.1 µM]	7%	-6%
20	CCN1CCN(c2c(/C=C3\SC(=S)N(Cc4ccco4)C3=O)c(C)c(C#N)c(=O)n2C)CC1	.	-1%	7.1µM*	.	-21%	.	?
21	CC(=O)c1sc(C(C)(C)C)cc1NC(=O)CCC(=O)O	.	3%	0.1%	.	42%	.	3%
22	COc1cc(C(=O)O)cc(NC(=O)c2cccs2)c1OC	8%	3%	-1.8%	4%	-4%	?	15%
23	COc1ccc(-n2c(N)c(C(=O)NCc3ccco3)c3nc4ccccc4nc32)cc1	-2%	?	4.6%	-13%[38.3 µM]	-27%[46.1 µM]	?	?
24	CC(=O)c1ccc(NC(=S)N(Cc2ccccc2)C(C)C2CC2)cc1 (configuration not stated)	-4%	18%	1.1%	30%	-48%	?	0%
25	COCCNC(=O)CCCn1c(=O)c2cc(OC)c(OC)cc2n(CC(=O)c2ccccc2)c1=O	2%	7%	4.3%	12%	-12%	?	3%
26	O=C(CCN1CCCCCC1)Nc1ccc(F)c(F)c1	-1%	10%	-1.1%	4%[38.3 µM]	-6%[46.1 µM]	-8%	2%
27	COc1ccc(-c2ccc([C@H]3[C@H]4C=CC[C@@H](C)[C@@H]4C(=O)N3Cc3ccccc3)c(F)c2)cc1C	.	2%	-0.2%	.	-52%	.	-2%
28	COc1ccc(-c2cn3cccnc3n2)cc1NS(=O)(=O)c1ccccc1	-4%	0%	3.1%	-8%	-18%	?	2%
29	Cc1ccc(S(=O)(=O)c2nc(S(C)(=O)=O)sc2NCC2CCCO2)cc1 (configuration not stated)	2%	-2%	0.8%	-7%[38.3 µM]	-14%[46.1 µM]	4%	1%
30	CCn1c(NCc2ccc(N(C)C)cc2)nc2ccccc21	0%	-5%	-1.0%	25%[38.3 µM]	-10%[46.1 µM]	?	-4%
31	CC1=NN(c2ccccc2)C(=O)/C1=C\C=C1\N(C)c2ccccc2C1(C)C	-12%	?	1.3%	9%	-39%	?	-6%
32	CN(C)/C=C/c1oc2ccc(O)cc2c1[N+](=O)[O-]	-5%	-26%	-1.2%	46%[activator]	-46%	.	-2%
33	CN1CCN(c2ccc(CNS(=O)(=O)c3cccc(F)c3)cc2)CC1	.	-2%	1.1%	.	-2%	3%[46 µM]	-2%
34	Nc1ncnc2c1ncn2[C@@H]1O[C@H](CO)[C@H](O)[C@H]1O	0%	1%	-1.2%	7%	-10%[46.1 µM]	-18%	10%
35	O=S(=O)(c1ccc(Oc2ccc(-c3nnco3)cc2)nc1)N1CCC(Cc2ccccc2)CC1	0%	7%	0.0%	14%[38.3 µM]	1%[46.1 µM]	11%	2%
36	Nc1ncnc2c1ncn2[C@@H]1O[C@H](COP(=O)(O)OP(=O)(O)OP(=O)(O)OP(=O)(O)OC[C@@H]2O[C@H](n3cnc4c(N)ncnc43)[C@@H](O)[C@@H]2O)[C@H](O)[C@H]1O	4.5µM*	7%	-1.2%	10%	?	?	-23%
37	CC[C@@H](C)[C@@H](C(=O)N1CCN(C(=O)OC(C)(C)C)CC1)n1cc(CCCN=C(NC(=O)OC(C)(C)C)NC(=O)OC(C)(C)C)nn1	.	10%	-6.2%	20%	?	.	4%
38	O=C(NCC1CCCO1)C1CCN(C2CCN(C(=O)C3CCCCC3)CC2)CC1 (configuration not stated)	-2%	11%	0.1%	6%	-19%	.	-3%
39	COC(=O)c1cc(NS(=O)(=O)c2ccc(C(C)C)cc2)ccc1N1CCOCC1	.	5%	-1.1%	.	-20%	.	11%
40	CCOc1ccccc1C(=O)N[C@H](C(=O)Nc1cc(S(=O)(=O)N(C)C)ccc1OC)C(C)C	-2%	2%	-0.4%	6%	-14%	-15%[46 µM]	-2%
41	COc1ccc2[nH]cc(CCNc3ncnc4ccc(-c5ccccc5C#N)cc34)c2c1	-1%	.	1.4%	16%	.	?	1%
42	CCCC(=O)Nc1ccccc1NC(=O)c1ccc(OC(C)=O)cc1	3%	1%	-0.6%	-8%	6%	?	2%
43	O=C(O)COc1c(-c2ccco2)oc2ccccc2c1=O	0%	-2%	-2.2%	-6%	-5%	.	9%
44	COc1cc(C)c(N)cc1C(C)C	3%	-1%	-13%	2%[38.3 µM]	-10%[46.1 µM]	-3%	12%
45	O=C1OCCN1C(=O)[C@H]1[C@H](c2ccccc2)C(c2cccc(Cl)c2)=NN1c1ccccc1	-1%[39.9 µM]	?	1.0%	-10%	.	.	24%
46	O=C(CN(Cc1ccccc1)S(=O)(=O)c1ccc2c(c1)OCCO2)Nc1ccc2c(c1)OCCO2	-4%	11%	3.6%	13%	-27%[46.1 µM]	?	-19%
47	C=C(NC(=O)C(=C)NC(=O)c1csc(C2=N[C@@H]3c4csc(n4)[C@@H]4NC(=O)c5csc(n5)[C@@H]([C@](C)(O)[C@H](C)O)NC(=O)[C@@H]5CSC(=N5)/C(=C/C)NC(=O)[C@@H]([C@H](C)O)NC(=O)c5csc(n5)[C@]3(CC2)NC(=O)[C@@H](C)NC(=O)C(=C)NC(=O)[C@@H](C)NC(=O)[C@@H]([C@@H](C)CC)N[C@H]2C=Cc3c([C@H](C)O)cc(nc3[C@@H]2O)C(=O)O[C@H]4C)n1)C(N)=O	0%[17.1 µM]	7%[21.7 µM]	?	5%	.	?	3%[29.1 µM]
48	N/C(=N\OC(=O)CCc1ccccc1)c1cccc(Br)c1	-4%	28%	-1.2%	3%[38.3 µM]	-6%[46.1 µM]	15%	-7%
49	O=C(CC(C(=O)O)P(=O)(c1ccccc1)c1ccccc1)c1ccc(Br)cc1 (configuration not stated)	.	10%	0.3%	.	39%	.	-8%
50	O=c1c2ccccc2c(/C=N/c2nnc(Cc3ccccc3)s2)c(O)n1-c1ccc(Cl)cn1	-2%	-10%	-3.0%	-6%	-13%	-3%	0%

(listing goes on)
#	SMILES	KinaseGlo FLuc	CBFb-RUNX1 inh	Epigenetic reg	IMPase Li inh	NPSR antagonist	Lamin A splicing	GLA spleen mod
51	CCn1cc(/C=C/C(=O)c2ccc(O)cc2)c(C)n1	-4%	3%	2.8%	-3%	4%	-4%[46 µM]	-2%
52	C/C(=N/NC(=O)CNC(=O)COc1ccccc1)c1ccco1	2%	0%	-1.0%	1%	19%	-13%	4%
53	O=C(/C=C/c1ccccc1)NC(=S)Nc1ccccc1C(=O)NC1CCCCC1	-4%	1%	-1.3%	1%[38.3 µM]	-7%[46.1 µM]	?	1%
54	Clc1ccccc1N1CCN(c2ncnc3nc[nH]c23)CC1	2%	8%	-0.8%	25%[38.3 µM]	-12%[46.1 µM]	-8%	-5%
55	CCOc1cc(NC(=O)c2ccco2)c(OCC)cc1NC(=O)COc1ccccc1	-4%	1%	0.7%	5%[38.3 µM]	-16%[46.1 µM]	-3%	-4%
56	CCN1CCN(Cc2ccc3c(c2)Cc2ccccc2-3)CC1	3%	0%	-10%	20%[38.3 µM]	16%[46.1 µM]	?	3%

An excerpt; rates above refer to the full screens.
